From PubChem
Tau fluor counter – counter-screen for tau fibril formation inhibitors; Potency, µM (series often up to 57.7 µM), without a hit: at the highest dose activity change, negative = decrease; AID 1463; tau K18 P301L Alexa594 fluorescence, heparin fibrillization; actives 0.93% (n = 280,000); further: on the % scale 0 is the no-effect control and ±100 the full control effect; nearly all actives have a fitted effect of over 55% in size
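Human tau K18 P301L (15 uM unlabeled, 0.24 uM Alexa 594-labeled) in 100 mM sodium acetate pH 7 with 20 uM heparin, 6 hr at 37 C. ThT 30 uM added, 1 hr ambient; Alexa 594 FP and total fluorescence read at 555/632 nm.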
Tau ThT inhib – tau fibrillization inhibition (ThT binding); P10636; recombinant tau K18 P301L (four-repeat tau fragment), heparin-induced fibrillization, ThT fluorescence; Potency, µM (titrated, usually from 57.4 µM), inactives show at the highest dose activity, negative = inhibition, actives largely listed as inhibitors; actives 2.1% (n = 270,000); AID 1460; further: on the % scale 0 is the no-effect control and ±100 the full control effect; nearly all actives have a fitted effect of over 55% in size
Target sequence (P10636 561-689 P618L limits assumed): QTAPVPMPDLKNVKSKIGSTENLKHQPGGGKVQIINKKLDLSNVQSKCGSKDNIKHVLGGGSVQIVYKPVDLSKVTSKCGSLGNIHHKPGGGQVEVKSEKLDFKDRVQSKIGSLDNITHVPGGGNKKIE
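Recombinant human tau K18 fragment […] carrying P301L, 15 uM unlabeled plus 0.24 uM Alexa 594-labeled, was fibrillized with 20 uM heparin in 100 mM sodium acetate pH 7 for 6 hr at 37 C; 30 uM ThT fluorescence read after 1 hr.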
L3MBTL1 block – inhibitors of human L3MBTL1. Q9Y468. AlphaScreen L3MBTL1–H3K9me1 peptide binding. Potency, µM (titrated, usually from 57.1 µM), inactives show at the top dose activity, negative = inhibition, most hits filed as inhibitors. actives 0.66% (n = 230,000). AID 485360; further: on the % scale 0 is the no-effect control and ±100 the full control effect; nearly all actives have a fitted effect of over 60% in size
Target sequence (Q9Y468 whole entry, looked up): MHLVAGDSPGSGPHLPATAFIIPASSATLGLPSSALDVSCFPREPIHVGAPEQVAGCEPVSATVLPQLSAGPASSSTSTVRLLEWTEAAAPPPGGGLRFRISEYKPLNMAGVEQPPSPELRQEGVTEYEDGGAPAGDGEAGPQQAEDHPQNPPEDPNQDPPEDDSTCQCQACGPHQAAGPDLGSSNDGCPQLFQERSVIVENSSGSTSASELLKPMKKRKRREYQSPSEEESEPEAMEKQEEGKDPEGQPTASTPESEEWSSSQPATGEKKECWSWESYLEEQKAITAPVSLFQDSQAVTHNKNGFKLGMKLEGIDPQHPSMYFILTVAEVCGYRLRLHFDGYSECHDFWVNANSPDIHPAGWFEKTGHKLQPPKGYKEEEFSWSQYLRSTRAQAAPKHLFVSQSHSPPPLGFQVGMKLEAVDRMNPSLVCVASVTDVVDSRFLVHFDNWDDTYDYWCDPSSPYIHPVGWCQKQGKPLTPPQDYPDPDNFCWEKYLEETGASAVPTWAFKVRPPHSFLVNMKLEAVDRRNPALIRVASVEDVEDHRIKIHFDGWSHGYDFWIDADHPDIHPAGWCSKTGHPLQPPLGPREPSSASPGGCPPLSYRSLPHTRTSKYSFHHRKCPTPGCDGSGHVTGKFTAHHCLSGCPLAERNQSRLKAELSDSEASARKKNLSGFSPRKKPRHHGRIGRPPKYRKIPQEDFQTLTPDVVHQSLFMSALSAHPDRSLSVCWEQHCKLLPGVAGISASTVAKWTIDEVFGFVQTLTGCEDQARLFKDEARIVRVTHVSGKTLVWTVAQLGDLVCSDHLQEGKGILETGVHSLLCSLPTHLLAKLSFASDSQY
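L3MBTL1 (50 nM) pre-complexed 30 min with biotinylated H3(1-15)K9me1 peptide (75 nM), then compounds added for 30 min at room temperature; AlphaScreen streptavidin donor/nickel chelate acceptor beads (10 ug/mL final) read after 30 min dark incubation.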
TRb-SRC2 inh – disrupts binding of human TR beta to SRC2; P10828; TRbeta-SRC2 peptide binding, fluorescence polarization; receptor liganded with 1 µM T3; Potency, µM (highest dose often 106 µM), without a hit: top-dose activity change, negative = inhibition, hits mostly inhibitors; actives 0.065% (n = 280,000); AID 1469;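 further: plate controls were bound peptide for no effect and peptide without receptor for full effect; nearly all actives have a fitted effect of over 50% in size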
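Assay buffer: 20 mM Tris-HCl, 100 mM NaCl, 10% glycerol, 1 mM EDTA, 0.01% NP-40, 1 mM DTT, 1 uM T3, 5% DMSO; TRb LBD 0.6 uM, Texas Red SRC2 20 nM; FP after 5 hr.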
RECQ1 helicase – blocks DNA unwinding by human RECQ1. RECQ1 DNA unwinding, red fluorescence kinetic read. AID 2549. P46063. actives 0.54% (n = 240,000). Potency, µM (series often up to 57.3 µM), without a hit: top-dose activity, negative = inhibition, hits mostly inhibitors;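 further: plate controls were vehicle for no effect and no enzyme for full effect; nearly all actives have a fitted effect of over 30% in size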
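RECQ1T1 50 nM; forked duplex (20 bp + 30-nt ss tails) 200 nM, ATP 2 mM final; pH 8.0, 2 mM MgCl2, 2.5 ug/ml poly(dI-dC); 15 min compound preincubation; discontinuous kinetic read over 2 h at RT.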
Tau fibril FP – inhibitors of human tau fibril formation | actives 0.39% (n = 280,000) | AID 1468 | K18 P301L tau heparin fibrillization, Alexa594 FP, 6 h | P10636 | Potency, µM (doses to about 57.7 µM), inactives show at the highest dose activity, negative = inhibition, most hits filed as inhibitors; further: on the % scale 0 is the no-effect control and ±100 the full control effect; nearly all actives have a fitted effect of over 55% in size
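Recombinant K18 P301L […], labeled with Alexa 594 at 0.24 uM over 15 uM unlabeled; heparin inducer 20 uM final; 37 C, 6 hr; FP endpoint.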
TR SRC2 fluor cs – alters Texas Red total fluorescence, flagging assay interference; TRb/SRC2 Texas Red total fluorescence interference; AID 1479; Potency, µM (series often up to 106 µM), for the others: top-dose fluorescence change, negative = quenching; actives 0.29% (n = 280,000); active means well fitted curve in either direction with a large enough effect; inconclusive means small, poorly fitted or top-dose-only effect; further: on the % scale 0 is the no-effect control and ±100 the full control effect
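Human TRb ligand-binding domain at 0.6 uM with 20 nM Texas Red SRC2 peptide in Tris buffer containing 1 uM T3 and 5% DMSO, incubated with compound 5 h at ambient temperature. Total fluorescence (555/632 nm) calculated as parallel + 2 × perpendicular.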
HTT ATP protect – cytoprotection in Huntington HTT-Q103 PC12 cell model; PC12 HTT-Q103 induced, cytoprotection, ATP luminescence, 40 h; Potency, µM (top dose mostly 56.4 µM), for the others: cytoprotection (ATP increase), hits mostly activators; actives 0.14% (n = 230,000); AID 1471;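 further: % of control where 0% means no effect; nearly all actives have a fitted effect of over 45% in size; toxic huntingtin expression switched on by the ecdysone agonist tebufenozide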
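ATP quantification (ATPlite) reports survival of PC12 cells in which tebufenozide, 100 nM final, switches on Htt exon 1 with 103 glutamines linked to GFP; compounds are titrated.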
Active calls of the source: *; i = inactive; ? = inconclusive; nt = no result given; & = joins results of further samples; [ ] = dose if it differs, or a comment. Unless noted, the call rests on the fitted dose curve; in most records, active means well fitted curve in the direction sought with a large enough effect; inconclusive means small, poorly fitted or top-dose-only effect, or another doubt; inactive means no such curve, though single readings can be large; an effect the other way counts as inactive or inconclusive. Potency means the concentration at half of the fitted maximal effect. A portion of the library. The share of hits here may be higher or lower than overall.

SMILES | Tau fluor counter | Tau ThT inhib | L3MBTL1 block | TRb-SRC2 inh | RECQ1 helicase | Tau fibril FP | TR SRC2 fluor cs | HTT ATP protect
COc1ccc(CC2(CO)CCN(Cc3cccn3-c3ccccn3)CC2)cc1 | -10% | -10% | -21% | -7% | -1% | -2% | 0% | 7%[10 µM]
Cc1cccc(C(=O)NCC(c2ccc(F)cc2)N2CCOCC2)c1 (configuration not stated) | -5% | 4% | 1% | 1% | -2% | 0% | 2% | 0%
O=C(OCCCCOC(=O)c1ccccc1)c1ccccc1 | -18% | nt | nt | -14% | -11% | 10% | 1% | 14%[10 µM]
COC(=O)c1sccc1N/N=C/c1cccc(Oc2ccccc2)c1 | -10% | -3% | 24% | 2% | -8% | 4% | -1% | 7%[10 µM]
COc1ccccc1-c1cc(C(F)(F)F)c(C#N)c(=O)[nH]1 | 3% | -1% | 3% | 3% | i | 3% | 1% | 4%
CCc1ccc(-n2nc(C)c3c(C)cc(=O)n(Cc4nc(-c5ccccc5)oc4C)c32)cc1 | 6% | -1% | nt | 7% | nt | -2% | 6% | nt
Cc1c(Br)c(C(F)(F)F)nn1CC(=O)NCc1ccccc1 | 4% | -1% | 19% | -2% | i | ? | 2% | -16%[10 µM]
Oc1ccc(Br)cc1-c1nc2cnccn2c1NC1CCCCC1 | 14µM*[quencher] | ? | nt | -4% | -11% | ? | 2% | -41%[inhibitor]
CCCC(=O)Nc1ncnc2c1ncn2C1OC2COP(=O)(O)OC2C1OC(=O)CCC (configuration not stated) | -4% | 2% | nt | 8% | -9% | 1% | -1% | -35%[inhibitor]
CCCOc1ccc(CCC(=O)O)cc1 | -12% | -12% | 44%[activator] | 3% | -2% | -1% | -5% | -5%[10 µM]
Cc1ccc(C)c(N2CCN(S(=O)(=O)c3cc(C(=O)Nc4cc(Cl)cc(Cl)c4)ccc3F)CC2)c1 | -17% | 8% | nt | 4% | nt | ? | -4% | nt
O=C(CCCN1C(=O)/C(=C/c2cccs2)SC1=S)Nc1cccc(C(=O)O)c1 | -11% | ? | -5% | -5% | -7% | 6% | -4% | nt
c1ccc2c(c1)Cn1nc(Cc3nc4c(s3)CCCC4)nc1-2 | -6% | ? | -4% | -20% | 0% | -3% | -1% | -56%[inhibitor][10 µM]
Cc1ccc(O)c(NC(=O)c2nc3nc(C)cc(C(F)F)n3n2)c1 | -11% | -12% | nt | -5% | nt | 0% | 5% | nt
COc1ccc(CC(=O)Nc2ccc(S(=O)(=O)Nc3cc(C)on3)cc2)cc1 | -6% | -11% | nt | 2% | 7% | 0% | -1% | -10%
Cc1occc1C(=O)NNC(=O)C(c1ccccc1)c1ccccc1 | -7% | -9% | -8% | -10% | 19% | -6% | -2% | 8%
Cc1ccccc1NC(=O)COC(=O)Cc1cccc(C(F)(F)F)c1 | -6% | -2% | 3% | 4% | -2% | 1% | -6% | 0%[10 µM]
Cc1ccc(CN2C(=O)C(O)(c3c[nH]c4ccccc34)c3cc(Cl)ccc32)cc1 (configuration not stated) | ? | -15% | nt | 11% | nt | ? | 4% | nt
COc1ccccc1-c1ccc(SCc2ccccc2F)nn1 | -21% | ? | 30% | -1% | -8% | -12% | -2% | -64%[inhibitor]
OCc1nc2ccccc2n1CC(O)Cn1ccc2ccccc21 (configuration not stated) | 0% | 10% | -5%[11.4 µM] | 5% | -11% | ? | -7% | -4%
O=C(Nc1cccc(C(F)(F)F)c1)c1ccc2nc(N3C(=O)CCC3=O)sc2c1 | -19% | -11% | -1% | 5% | i | ? | -5% | -25%
COc1ccccc1NC(=S)N1CCC(c2nc3ccccc3o2)CC1 | 6% | 7% | 20% | -14% | -6% | -4% | 0% | -10%[10 µM]
O=C(Cc1ccccc1)N[C@@H](Cc1ccc(O)cc1)C(=O)O | 3% | 4% | nt | 5% | -11% | -5% | 1% | -1%[10 µM]
CCn1c2ccccc2c2cc(NC(=O)COC(=O)Cc3cn4ccsc4n3)ccc21 | -20% | ? | -3% | -7% | -10% | 15% | -5% | -11%
COc1cccc(NCc2cccn2-c2nnc(N3CCC(C)CC3)s2)c1 | -30% | ? | nt | 1% | nt | 6% | 1% | nt
More records:
SMILES | Tau fluor counter | Tau ThT inhib | L3MBTL1 block | TRb-SRC2 inh | RECQ1 helicase | Tau fibril FP | TR SRC2 fluor cs | HTT ATP protect
Cc1ccc2cc(C=O)c(N(C)C)nc2c1 | 8% | -6% | 12% | -2% | 5% | 6% | -2% | 12%[10 µM]
CCCCn1nnnc1SCC(=O)c1ccc(C)c(C)c1 | -1% | -2% | 23% | -12% | -9% | ? | 2% | 0%[10 µM]
CCOc1ccc(CNC(=O)CCCn2c(=O)c3cccn3c3ccccc32)cc1 | ? | ? | nt | 0% | nt | -12% | -20% | nt
CCN1CCc2c(OCC(=O)N3CCCc4ccccc43)cccc2C1=O | -5% | -6% | 1% | -3% | 6% | -1% | 2% | -23%
CC(=O)c1cnc2n(c1=O)CCS2 | -3% | -8% | 1% | -3% | -3% | -7% | -6% | -15%[10 µM]
COc1ccccc1C1CC(c2ccco2)=NN1c1ccccc1 (configuration not stated) | ? | -9% | 1% | -4% | -20% | 17% | -2% | 7%[10 µM]
COc1cc(-c2nc(C(N)=O)c3c(n2)n(-c2cccc(C)c2)c(=O)n3C)cc(OC)c1OC | 2% | 3% | nt | 2% | nt | -5% | -5% | nt
COc1ccc(C2CC(=O)N(Cc3ccc(F)cc3)c3ccccc3S2)cc1 (configuration not stated) | -25% | -18% | nt | -3% | nt | -8% | ? | nt
Cc1cc(C)nc(NC2=NCC(=O)N2c2ccccc2Br)n1 | 2% | -5% | 41%[activator] | -2% | -1% | -1% | -2% | -10%[10 µM]
O=c1oc2ccccc2cc1-c1nnc(NCc2ccco2)s1 | -20% | ? | nt | -1% | -22% | -17% | -9% | -12%[10 µM]
O=C(Nc1ccc(OC(F)(F)F)cc1)Nc1cccc([N+](=O)[O-])c1 | 1.8µM*[quencher] | ? | -6% | 1% | -6% | 4.5µM* | 0% | -58%[inhibitor][10 µM]
Cn1c(NC(=O)c2ccc(Cl)cc2Cl)cc(=O)n(C)c1=O | -12% | -11% | nt | -4% | 0% | -2% | -1% | -8%
CSc1nc2c(c(C(F)(F)F)n1)CC(C)CC2 (configuration not stated) | 3% | 2% | 4% | -3% | i | 0% | 0% | 12%
COCCNC(=O)C(c1ccc(C)cc1)N(C(=O)C(=O)NC1CCCC1)c1ccc2c(c1)OCCO2 (configuration not stated) | -1% | -2% | ? | -2%[53 µM] | i | 5% | -4%[53 µM] | -7%[10 µM]
Cc1c(C(N)=O)c(N)c(C(=O)c2ccccc2)n1-c1ccccc1 | 1% | -9% | -8% | 2% | -2% | 4% | -2% | 7%
COC(=O)c1ccccc1NC(=O)NC1CCCC1 | 11% | 11% | 0% | -2% | -17% | -2% | 0% | 2%[10 µM]
COc1cccc(NCc2cc(=O)oc3cc(-c4ccccc4)c(O)cc23)c1 | ? | -13% | 2% | 0% | i | 4% | 0% | -1%[10 µM]
CCC(C)c1ccc(S(=O)(=O)N2CCN(C(C)CC(=O)O)CC2)cc1 (configuration not stated) | -2% | -5% | 6% | -2% | -11% | -1% | 2% | -16%
COc1ccc(N2CCN(C(=O)Nc3ccccc3Cl)CC2)cc1 | -16%&-15% | ? | -13% | 4%&-8% | -5% | 5%&10% | 1%&2% | 2%[10 µM]
COc1ccc(-c2cc(C)no2)cc1S(=O)(=O)N1CCN(c2ccc(C(C)=O)cc2)CC1 | -25% | -8% | nt | 1% | nt | 4% | 0% | nt
COc1ccccc1NC(=O)NCc1ccc2c(c1)OCO2 | -3% | -5% | 11% | -8% | 12% | -3% | 0% | -11%[10 µM]
COc1ccc(NC(=O)c2cccc(Cn3cc(Br)cn3)c2)cn1 | -25% | -25% | -2% | -1% | -1% | -6% | 3% | 13%
CCc1nnc(NC(=O)CSc2nnc(COc3ccc(C)cc3)n2-c2ccccc2)s1 | -5% | -3% | 2% | -11% | -19% | -4% | 1% | -15%
O=S(=O)(c1cnc(Cl)c(Cl)c1)N1CCN(c2ncccn2)CC1 | -2% | 0% | 6% | -1% | i | 2% | 1% | -11%[10 µM]
N#CC1=C(N)NC(SCc2ccccc2)=C(C#N)C12CCCCC2 | ? | -14% | -8% | 1% | -12% | 6% | -1% | -25%

Just Tau ThT inhib and L3MBTL1 block (2 entries from above):
smiles	Tau ThT inhib	L3MBTL1 block
CCN1CCc2c(OCC(=O)N3CCCc4ccccc43)cccc2C1=O	-6%	1%
COc1ccc(NC(=O)c2cccc(Cn3cc(Br)cn3)c2)cn1	-25%	-2%

Other entries follow.
SMILES | Tau fluor counter | Tau ThT inhib | L3MBTL1 block | TRb-SRC2 inh | RECQ1 helicase | Tau fibril FP | TR SRC2 fluor cs | HTT ATP protect
Cc1cc(S(=O)(=O)Nc2c(C)nn(C)c2C)c(Cl)cc1Cl | 0% | 1% | 55%[activator] | -7% | -7% | 6% | -5% | -8%[10 µM]
O=C1COc2ccc(C(=O)CSc3nnnn3-c3ccccc3)cc2N1 | -14% | -6% | -3% | -3% | -7% | 0% | -4% | -7%[10 µM]
O=[N+]([O-])c1ccc(N2CCCCC2)cc1NCCOc1ccccc1 | ? | ? | -8% | 0% | -6% | -3% | 2% | 15%[10 µM]
Cc1cc(NC(=O)C2CCCN(S(=O)(=O)c3cn(C)cn3)C2)ccc1Br (configuration not stated) | -2% | 1% | nt | 8% | nt | 7% | -1% | nt
Cc1cc(C(=O)CSc2n[nH]c(N)n2)c(C)n1-c1cccc(F)c1 | -19% | -22% | nt | -3% | -16% | 1% | -5% | -32%
O=S(=O)(c1ccc(Br)cc1)c1nnn2c1nc(NCc1cccs1)c1sccc12 | -12% | 9% | nt | 4% | nt | ? | 0% | nt
